Compound activity from PubChem BioAssay.
Rtt109 Vps75 = inhibitors of C. albicans Rtt109/Vps75 HAT, primary screen, biochemical, ThioGlo CoA-SH fluorescence, plate reader; Histone acetyltransferase RTT109 (Candida albicans (strain SC5314 / ATCC MYA-2876)), …; purified Rtt109/Vps75, 4 h; inhibition, % at 34.9 µM; 330,000 compounds, 0.16% hits; AID 540336, 2011;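 active = inhibition of at least 50% in every replicate; inconclusive = best replicate reaches 50% inhibition but some replicates fall short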
Target sequence (Q5AAJ8 whole entry, looked up): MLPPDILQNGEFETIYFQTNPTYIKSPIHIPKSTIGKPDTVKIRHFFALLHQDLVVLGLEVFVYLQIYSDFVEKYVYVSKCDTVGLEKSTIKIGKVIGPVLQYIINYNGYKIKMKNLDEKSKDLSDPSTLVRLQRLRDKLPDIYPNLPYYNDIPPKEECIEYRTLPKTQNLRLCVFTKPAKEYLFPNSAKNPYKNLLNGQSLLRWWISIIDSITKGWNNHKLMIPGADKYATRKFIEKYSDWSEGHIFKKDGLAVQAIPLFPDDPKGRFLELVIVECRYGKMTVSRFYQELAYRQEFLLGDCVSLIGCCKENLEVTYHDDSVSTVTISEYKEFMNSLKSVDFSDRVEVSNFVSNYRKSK
PvdQ inh = P. aeruginosa PvdQ acylase inhibitors, primary screen, biochemical, fluorescence, plate reader and imaging, single point; inhibition, % at 10 µM; AID 488965, 2010; purified PvdQ acylase; 340,000 compounds, 0.063% hits; in the data active = inhibition above about 30%, passing the limit was not always enough; inconclusive = no clear call, values can overlap the other calls;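 also: 0% = vehicle neutral wells and 100% = reference inhibitor wells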
CAL PDZ FP = CAL PDZ peptide-binding inhibitors, primary screen, biochemical, fluorescence polarization, Cer-tagged CAL PDZ, HTS. inhibition, % at 20 µM. 330,000 compounds, 0.02% hits. purified CAL PDZ, TMR-peptide fluorescence polarization, 1 h;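 active = highest replicate inhibition of at least 40%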;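 also: plate controls were DMSO neutral control wells for no effect and unlabeled competitor peptide control wells for full effect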
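Control set: unlabelled peptide and DMSO controls / Material: purified CerCALP PDZ construct / Timing: 1 h incubation at room temperature before polarization reading / Doses: 20 µM, one dose / Detection: fluorescence polarization (mP)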
DAGLB inhibitor = DAGLB lipase inhibitors, primary screen, biochemical, fluorescence, HTS; Diacylglycerol lipase-beta (Homo sapiens), Q8NCG7; HEK293T DAGLB membrane lysate, EnzChek fluorogenic substrate; inhibition, % at 5.17 µM; 340,000 compounds, 0.059% hits; in the data active = inhibition above about 34%;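 also: 0% = enzyme with vehicle and 100% = wells lacking enzyme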
Target sequence (Q8NCG7 whole entry, looked up): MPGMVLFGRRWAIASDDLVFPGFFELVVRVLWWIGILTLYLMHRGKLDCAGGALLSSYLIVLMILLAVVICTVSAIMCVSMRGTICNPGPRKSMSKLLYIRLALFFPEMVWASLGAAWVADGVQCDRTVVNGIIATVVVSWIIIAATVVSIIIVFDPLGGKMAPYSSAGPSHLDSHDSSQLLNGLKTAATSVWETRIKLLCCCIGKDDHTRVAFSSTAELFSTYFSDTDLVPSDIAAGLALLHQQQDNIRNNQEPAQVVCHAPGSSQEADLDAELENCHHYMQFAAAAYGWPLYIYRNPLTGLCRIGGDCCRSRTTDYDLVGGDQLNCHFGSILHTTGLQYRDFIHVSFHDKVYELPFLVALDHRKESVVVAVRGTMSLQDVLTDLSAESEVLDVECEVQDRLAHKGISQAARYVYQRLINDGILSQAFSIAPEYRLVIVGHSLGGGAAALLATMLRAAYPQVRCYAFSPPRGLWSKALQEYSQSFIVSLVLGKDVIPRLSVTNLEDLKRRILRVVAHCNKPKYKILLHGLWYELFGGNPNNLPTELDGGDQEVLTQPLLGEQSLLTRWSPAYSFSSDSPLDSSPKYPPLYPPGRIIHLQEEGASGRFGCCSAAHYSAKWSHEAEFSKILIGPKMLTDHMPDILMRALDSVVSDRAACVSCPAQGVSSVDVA
phage Ecoli inh = growth loss of phage-infected E. coli, primary screen, RecBCD inhibitor project, absorbance, with phage, HTS. inhibition, % at 11.9 µM. 360,000 compounds, 0.26% hits. AID 651602, 2012; in the data active = inhibition above about 11%
AddAB inh = growth inhibition of E. coli expressing H. pylori AddAB, primary screen, AddAB inhibitor project, absorbance; inhibition, % at 11.9 µM; 330,000 compounds, 0.29% hits; AID 435030, 2010; in the data active = inhibition above about 12%;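 also: 0% = vehicle wells of infected cells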
PfHsp90 yeast 2 = growth inhibition of PfHsp90-expressing yeast, primary screen, antimalarial PfHsp90 inhibitor project, S. cerevisiae, BacTiter-Glo luminescence, single point, set 2. inhibition, % at 9.4 µM. 310,000 compounds, 0.32% hits. AID 504621, 2011. BacTiter-Glo ATP, 48 h; yeast lacking PDR1 and PDR3 efflux regulators;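 active = every replicate shows inhibition above about 80%, whatever the replicate mean, limit read from the data; inconclusive = mean inhibition reaches the set limit but some replicate falls short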;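 also: 0% = DMSO neutral controls and 100% = 20 µM radicicol positive controls; yeast relying on Plasmodium falciparum Hsp90 in place of its own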
Wnt bcat act = Wnt/beta-catenin pathway activators, primary screen, cell-based, plate reader, single point; Wnt/beta-catenin reporter cell assay, activator; activation, % at 9.35 µM; 300,000 compounds, 1.2% hits; AID 743398, 2014; in the data active = activation above about 30%, passing the limit was not always enough; inconclusive = no clear call, values can overlap the other calls;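 also: 0% = neutral control wells and 100% = positive control wells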
Tat transport = E. coli Tat export inhibitors, primary screen, MC4100, TorA-mCherry reporter, fluorescence, single point; inhibition, % at 10 µM; 340,000 compounds, 0.036% hits; AID 488895, 2010;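 active = mean replicate inhibition at least 50% and at least half of replicates individually reaching 50%; inconclusive = only one of the two criteria met; inactive = neither criterion met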;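 also: exported cargo escapes ClpAP degradation while cytoplasmic cargo is degraded and loses fluorescence; 0% = median of neutral control wells and 100% = median of NaSCN control wells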
E coli growth = E. coli V3065 growth inhibition, primary screen, counter-screen for AddAB inhibitor project, absorbance, OD600; 18 h; inhibition, % at 11.9 µM; 330,000 compounds, 0.27% hits; AID 449728, 2010;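 active = inhibition above the campaign's mean inhibition across all tested compounds plus 3 SD, cut at about 9.9% in these data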;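 also: uninfected addAB+ strain grown without phage in ampicillin broth; 0% = DMSO wells and 100% = ciprofloxacin 0.95 µg/ml wells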
* = called active by the depositor; & = joins results of further samples; ! = not confirmed by another sample.

For Cc1ccc(NC(=O)CCn2nnc3ccccc32)c(C)c1 the results were Rtt109 Vps75 0, PvdQ inh -12, CAL PDZ FP 0.3, DAGLB inhibitor 3, phage Ecoli inh 6.4, AddAB inh 0.7, PfHsp90 yeast 2 -21, Wnt bcat act -1, Tat transport -8 and E coli growth -1.8.
O=C(N/N=C/c1cccnc1)c1cc2c(ccc3ccccc32)o1 was read as Rtt109 Vps75 2, PvdQ inh -1, CAL PDZ FP -4.0, DAGLB inhibitor -5, phage Ecoli inh 3.3, AddAB inh 2.1, PfHsp90 yeast 2 8, Tat transport 0 and E coli growth 2.7.
CC(=O)Nc1ccc(Oc2nc(-c3ccccn3)nc3ccccc23)cc1 was read as Rtt109 Vps75 6, PvdQ inh 17, CAL PDZ FP 0.2, DAGLB inhibitor -1, phage Ecoli inh -2.1, AddAB inh -7.0, PfHsp90 yeast 2 -8, Wnt bcat act 5, Tat transport -3 and E coli growth -7.1.
Cc1ccc(NC(=O)CNCC2CCCCC2)cc1S(=O)(=O)N(C)C was read as Rtt109 Vps75 7, PvdQ inh -14, CAL PDZ FP 0.5, DAGLB inhibitor -1, phage Ecoli inh 0.8, AddAB inh 0.8, PfHsp90 yeast 2 -9, Wnt bcat act 0, Tat transport 3 and E coli growth -0.8.
For Cc1ccc(C(=O)Nc2ccccc2N2CCOCC2)cc1S(=O)(=O)N1CCOCC1 the results were Rtt109 Vps75 10, PvdQ inh 1, CAL PDZ FP -0.2, DAGLB inhibitor -2, phage Ecoli inh 0.9, AddAB inh -0.9, Wnt bcat act -7, Tat transport 0 and E coli growth -0.3.
COc1ccc(C(=O)N2N=C(c3cccs3)CC2c2ccccc2O)cc1 (stereo not given) was read as PvdQ inh 4, CAL PDZ FP -3.3, DAGLB inhibitor -5, phage Ecoli inh 3.1, AddAB inh 4.6, PfHsp90 yeast 2 -27, Wnt bcat act -2, Tat transport 15 and E coli growth 1.0.
For Cn1cc(/C=C/C(=O)N2CCCC(C(=O)c3cccc4ccccc34)C2)cn1 (stereo not given) the results were Rtt109 Vps75 2, PvdQ inh -11, CAL PDZ FP -1.7, DAGLB inhibitor 1, phage Ecoli inh -1.2, AddAB inh -3.1, PfHsp90 yeast 2 -40, Wnt bcat act 7, Tat transport -4 and E coli growth -2.9.
For COC(=O)C1=C(C)N(CCCC(=O)O)C(=O)NC1c1ccccc1Cl (stereo not given) the results were Rtt109 Vps75 -3, PvdQ inh -1, CAL PDZ FP 0.3, DAGLB inhibitor 1, phage Ecoli inh 1.8, AddAB inh 1.9, PfHsp90 yeast 2 9, Wnt bcat act -1, Tat transport -6 and E coli growth -0.9.
NC(=O)c1nc[nH]c1C(=O)Nc1cccc(NC(=O)c2cccc(C(F)(F)F)c2)c1 was read as Rtt109 Vps75 -2, PvdQ inh -14, CAL PDZ FP -1.3, DAGLB inhibitor 15, phage Ecoli inh 2.2, AddAB inh 1.2, PfHsp90 yeast 2 6, Wnt bcat act -5, Tat transport -12 and E coli growth -1.1.
For COC(=O)c1cc(S(=O)(=O)NCCc2ccc(SC)cc2)c[nH]1 the results were Rtt109 Vps75 3, PvdQ inh -19, CAL PDZ FP -1.2, DAGLB inhibitor -1, phage Ecoli inh 5.2, AddAB inh 1.8, PfHsp90 yeast 2 -6, Wnt bcat act 0, Tat transport 0 and E coli growth 0.2.
For COc1ccccc1NC(=S)NC(C)=O the results were Rtt109 Vps75 7, PvdQ inh 3, CAL PDZ FP -1.5, DAGLB inhibitor -1, phage Ecoli inh 3.1, AddAB inh 0.2, PfHsp90 yeast 2 2, Wnt bcat act 0, Tat transport -1 and E coli growth 0.8.
`CC(C)(C)OC(=O)Nc1ccc([C@@H](NC(=O)OC(C)(C)C)C(=O)OC(C)(C)C)cc1` gave Rtt109 Vps75 -9, PvdQ inh -13, CAL PDZ FP 0.9, DAGLB inhibitor -1, phage Ecoli inh 1.2, AddAB inh -2.0, PfHsp90 yeast 2 -3, Wnt bcat act -7, Tat transport 0 and E coli growth 1.2.
Screening Cc1ccc(/C=C2\SC(=S)N(CCCC(=O)N3CCOCC3)C2=O)cc1 returned Rtt109 Vps75 17, PvdQ inh -6, CAL PDZ FP -1.6, DAGLB inhibitor 0, phage Ecoli inh 1.2, AddAB inh 3.9, PfHsp90 yeast 2 -18, Wnt bcat act -6, Tat transport 17 and E coli growth 2.2.
C=CCOc1ccc2c3c(c(=O)oc2c1)CCCC3 was read as Rtt109 Vps75 -1, PvdQ inh -8, CAL PDZ FP -1.7, DAGLB inhibitor -10, phage Ecoli inh 2.8, PfHsp90 yeast 2 -2, Wnt bcat act -2 and Tat transport 1.
CC(C)=C1SC(N2CCN(c3ccc(C)c(Cl)c3)CC2)=NC1=O was read as Rtt109 Vps75 2, PvdQ inh -15, CAL PDZ FP -0.6, DAGLB inhibitor -2, phage Ecoli inh 2.6, AddAB inh 3.3, PfHsp90 yeast 2 -3, Wnt bcat act 0, Tat transport -3 and E coli growth 1.4.
`O=C(CSC1=NS(=O)(=O)c2ccccc2N1)Nc1ccc(F)cc1` gave Rtt109 Vps75 9, PvdQ inh 9, CAL PDZ FP -1.1, DAGLB inhibitor -1, phage Ecoli inh 0.9, AddAB inh -0.2, PfHsp90 yeast 2 10, Wnt bcat act -2, Tat transport -4 and E coli growth 1.0.
For CCN(CC)S(=O)(=O)c1cccc(-c2cn3cc(C)ccc3n2)c1 the results were Rtt109 Vps75 -1, PvdQ inh -19, CAL PDZ FP -6.4, DAGLB inhibitor -5, phage Ecoli inh 2.1, AddAB inh 0.2, PfHsp90 yeast 2 3, Tat transport -6 and E coli growth -0.4.
CN1CCN(C(=O)N2CCNC2=O)CC1 was read as Rtt109 Vps75 -3, PvdQ inh -15, CAL PDZ FP 0.4, DAGLB inhibitor 1, phage Ecoli inh 1.8, AddAB inh -3.4, PfHsp90 yeast 2 10, Wnt bcat act -4, Tat transport -1 and E coli growth -1.8.
CCCCn1c(N)c(Sc2ccccc2[N+](=O)[O-])c(=O)[nH]c1=O was read as Rtt109 Vps75 -1, PvdQ inh -4, CAL PDZ FP -3.8, DAGLB inhibitor 3, phage Ecoli inh 0.3, AddAB inh -0.2, PfHsp90 yeast 2 10, Wnt bcat act 0, Tat transport 1 and E coli growth -0.4.
O=C(COC(=O)C1CC(=O)N(Cc2ccccc2)C1)Nc1ccccc1F (stereo not given) was read as Rtt109 Vps75 -10, PvdQ inh -6, CAL PDZ FP -0.6, DAGLB inhibitor -4, phage Ecoli inh 4.8, AddAB inh 3.6, PfHsp90 yeast 2 -14, Wnt bcat act 3, Tat transport -3 and E coli growth 0.8.
`Cc1cccc(NC(=O)Cn2nc([N+](=O)[O-])c(Br)c2C)n1` gave Rtt109 Vps75 -8, PvdQ inh -17, DAGLB inhibitor 0, phage Ecoli inh 0.3, AddAB inh 1.2, Wnt bcat act 0, Tat transport 2 and E coli growth -2.3.
`COc1nc(OC)nc(N2CCC(C(=O)NC3CC3)CC2)n1` gave Rtt109 Vps75 -20, PvdQ inh -11, CAL PDZ FP 0.2, DAGLB inhibitor -3, phage Ecoli inh 4.0, AddAB inh 2.4, PfHsp90 yeast 2 32, Wnt bcat act -2, Tat transport -8 and E coli growth 1.9.
For CCOCCn1c(CCCO)nc2ccccc21 the results were Rtt109 Vps75 1, PvdQ inh 0, DAGLB inhibitor 3, phage Ecoli inh 2.1, AddAB inh 1.0, PfHsp90 yeast 2 -13, Wnt bcat act 6, Tat transport -1 and E coli growth -0.7.
Screening COc1ccc(S(=O)(=O)CCC(=O)NCCc2cccc(C)c2)cc1 returned Rtt109 Vps75 -7, PvdQ inh 4, CAL PDZ FP -0.8, DAGLB inhibitor 1, phage Ecoli inh -0.1, AddAB inh 0.4, PfHsp90 yeast 2 -2, Wnt bcat act -1, Tat transport -3 and E coli growth 0.4.
Screening O=C(Nc1ccc(S(=O)(=O)Nc2nccs2)cc1)C1=NN(c2ccccc2)C(=O)CC1 returned Rtt109 Vps75 0, PvdQ inh 20, CAL PDZ FP 0.6, DAGLB inhibitor 3, phage Ecoli inh -2.7, AddAB inh 3.3, PfHsp90 yeast 2 -12, Wnt bcat act 1, Tat transport -9 and E coli growth 0.9.
CC(=O)NS(=O)(=O)c1ccc(N)cc1 was read as Rtt109 Vps75 -1&-9, PvdQ inh -5&5, CAL PDZ FP 0.1&0.1, DAGLB inhibitor 4&0, phage Ecoli inh 5.7&4.4, AddAB inh -1.9&10, PfHsp90 yeast 2 4&5, Wnt bcat act 1&-4, Tat transport 12&-7 and E coli growth 10*!.
Screening CCN(CC(=O)NCc1ccc(F)cc1)CC(=O)Nc1ccc(S(=O)(=O)N2CCCC2)cc1 returned Rtt109 Vps75 4, PvdQ inh 2, CAL PDZ FP -0.3, DAGLB inhibitor -2, phage Ecoli inh 1.0, AddAB inh 1.3, PfHsp90 yeast 2 36, Wnt bcat act -1, Tat transport inconclusive and E coli growth 0.0.
Cc1ccc(-n2c(Cc3cccn3C)nnc2SCC(=O)Nc2ccc3c(c2)OCO3)cc1 was read as Rtt109 Vps75 19, PvdQ inh -10, CAL PDZ FP -1.3, DAGLB inhibitor -3, phage Ecoli inh 1.9, AddAB inh -0.5, PfHsp90 yeast 2 5, Wnt bcat act 0, Tat transport 0 and E coli growth -1.9.
`Nc1[nH][nH]c(=O)c1N=Nc1ccc2c(c1)OCO2` gave Rtt109 Vps75 1, PvdQ inh -4, CAL PDZ FP 0.4, DAGLB inhibitor 7, phage Ecoli inh 3.7, AddAB inh -1.2, PfHsp90 yeast 2 18, Wnt bcat act 6, Tat transport 10 and E coli growth 0.5.
O=C(CSc1n[nH]c(-c2ccccc2)n1)c1ccc(O)c(O)c1 was read as Rtt109 Vps75 47, PvdQ inh 1, CAL PDZ FP -2.9, DAGLB inhibitor 21, phage Ecoli inh -1.9, AddAB inh -1.3, PfHsp90 yeast 2 -18, Tat transport -4 and E coli growth -0.4.
`COc1ccc(S(=O)(=O)N(C)C[C@H]2Oc3ccc(NC(=O)Nc4ccc5c(c4)OCO5)cc3CC(=O)N([C@@H](C)CO)C[C@@H]2C)cc1` gave Rtt109 Vps75 2, PvdQ inh -3, CAL PDZ FP -0.3, DAGLB inhibitor -1, phage Ecoli inh 3.3, AddAB inh 2.2, PfHsp90 yeast 2 -23, Wnt bcat act -2, Tat transport 7 and E coli growth 2.3.
For CCn1c(-c2csc3c2CCCC3)n[nH]c1=S the results were Rtt109 Vps75 10, PvdQ inh -6, CAL PDZ FP -0.6, DAGLB inhibitor 1, phage Ecoli inh -1.5, AddAB inh 3.1, PfHsp90 yeast 2 4, Tat transport 2 and E coli growth 1.9.
NC1=NC(=O)/C(=C/c2cc(Br)c(O)c(Br)c2)S1 was read as PvdQ inh -1, CAL PDZ FP -1.4, DAGLB inhibitor 1, phage Ecoli inh 0.1, AddAB inh 1.1, PfHsp90 yeast 2 -2, Wnt bcat act -1, Tat transport -11 and E coli growth -0.1.
